# High-throughput results (PubChem)
# POLK inh: blocks human DNA polymerase kappa activity; Q9UBT6; 400,000 tested, 0.53% active; purified Pol kappa, fluorescent DNA synthesis assay, 10 min; Potency, µM (doses to about 107 µM), inactives show top-dose activity, negative = inhibition, most hits filed as inhibitors; further: potency means the concentration at half of the fitted maximal effect; on the % scale 0 is the no-effect control and ±100 the full control effect
#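 Kinetic fluorescence screen: compound preincubated 15 min RT with 10 nM enzyme; 50 nM substrate (final) initiates; reads at 0/10 min.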
# APEX1 inh: inhibitors of human APE1 endonuclease. P27695. recombinant APE1, TAMRA/BHQ-2 abasic DNA cleavage fluorescence. Potency, µM (titrated, usually from 65.8 µM), for inactives: top-dose activity change, negative = inhibition, actives largely listed as inhibitors. 350,000 tested, 0.35% active. AID 2517;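 further: potency means the concentration at half of the fitted maximal effect; plate controls were vehicle for no effect and reference inhibitor for full effect; nearly all actives have a fitted effect of over 55% in size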
# Target sequence (P27695 whole entry, looked up): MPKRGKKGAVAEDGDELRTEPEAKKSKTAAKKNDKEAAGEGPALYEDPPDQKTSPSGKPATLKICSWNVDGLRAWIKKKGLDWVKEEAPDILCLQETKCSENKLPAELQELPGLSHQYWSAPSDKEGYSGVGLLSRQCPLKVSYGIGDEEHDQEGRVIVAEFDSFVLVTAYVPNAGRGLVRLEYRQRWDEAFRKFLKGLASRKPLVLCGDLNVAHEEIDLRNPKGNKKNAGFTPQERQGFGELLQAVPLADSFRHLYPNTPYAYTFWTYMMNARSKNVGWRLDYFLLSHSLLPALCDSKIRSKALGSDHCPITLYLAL
#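 Measures dequenching upon AP-site incision of a 5'-TAMRA/3'-BHQ-2 THF-containing duplex, 50 nM; human APE1 0.75 nM after 15 min room-temperature exposure to compound; kinetic three-point read at one-minute spacing.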
# Apoferritin bind: candidate novel general anesthetic via apoferritin binding; P02791; apoferritin/1-aminoanthracene competitive binding, fluorescence; Potency, µM (top dose mostly 77.5 µM), without a hit: at the top dose activity change, negative = displacement, hits mostly inhibitors; 350,000 tested, 0.074% active; AID 485281; further: potency means the concentration at half of the fitted maximal effect; on the % scale 0 is the no-effect control and ±100 the full control effect; nearly all actives have a fitted effect of over 20% in size
# Target sequence (P02791 2-175 limits assumed): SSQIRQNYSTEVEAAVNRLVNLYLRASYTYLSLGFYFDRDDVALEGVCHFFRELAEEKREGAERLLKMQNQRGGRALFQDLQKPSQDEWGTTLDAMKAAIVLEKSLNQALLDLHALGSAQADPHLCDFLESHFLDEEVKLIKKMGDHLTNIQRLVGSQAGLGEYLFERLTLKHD
#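 Horse-spleen apoferritin (10 uM) in 50% saturated 1-aminoanthracene in PBS was incubated 10 min at room temperature with compound. Fluorescence (ex 380, em 535 nm) was normalized to free and bound 1-AMA, with concentration-response fitted by a four-parameter Hill equation.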
# Pol beta inh: DNA polymerase beta (human) inhibition. P06746. Pol beta primer extension/strand displacement, fluorescence kinetic. Potency, µM (doses to about 114 µM), for the others: top-dose activity change, negative = inhibition, usual class: inhibitors. 340,000 tested, 1.3% active; further: potency means the concentration at half of the fitted maximal effect; on the % scale 0 is the no-effect control and ±100 the full control effect
#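 Human Pol beta at 10 nM; strand-displacement substrate 50 nM final. Compound exposure 15 min at room temperature before start, reaction 10 min at room temperature.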
# RGS4 inh: inhibitors of human regulator of G protein signaling 4; P49798; Transcreener GDP fluorescence polarization, RGS4-accelerated GTP hydrolysis; Potency, µM (titrated, usually from 114 µM), for inactives: at the highest dose activity change, negative = inhibition, hits mostly inhibitors; 390,000 tested, 0.039% active; AID 504845; further: potency means the concentration at half of the fitted maximal effect; on the % scale 0 is the no-effect control and ±100 the full control effect; nearly all actives have a fitted effect of over 75% in size; some results filed as inactive show a strong effect at the top dose
#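 MLSMR compounds (23 nl, pin-transferred) preincubated 10 min at room temperature with a 500nM (2x) first reagent, then RGS4 at 900nM (2x) plus Transcreener GDP mix added; fluorescence polarization (620/688 nm) read before and after 90 min at 30 °C.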
# 12-LOX inh: ALOX12 (human) lipoxygenase inhibition; Potency, µM (series often up to 108 µM), without a hit: at the top dose activity change, negative = inhibition, hits mostly inhibitors; 580,000 tested, 1.1% active; AID 1671190; purified 12hLO, xylenol orange hydroperoxide absorbance; further: potency means the concentration at half of the fitted maximal effect; on the % scale 0 is the no-effect control and ±100 the full control effect
#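 Hydroperoxide product was detected by ferrous iron/xylenol orange as the 573 to 405 nm absorbance ratio. Arachidonic acid at 40 uM (final) was turned over for 30 min at room temperature by 150 nM human 12hLO, pH 7.0 Hepes buffer, after 15 min compound preincubation.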
# ERG Ets-DNA blk: ERG Ets/DNA interaction inhibition | P11308 | fluorescence polarization, His-ERG Ets domain / labelled DNA | Potency, µM (titrated, usually from 76.9 µM), for the others: at the top dose FP activity, negative = inhibition, actives largely listed as inhibitors | 370,000 tested, 0.028% active; active means well fitted inhibition curve with a large enough effect in the polarisation, with a control signal flat; inconclusive means small, poorly fitted or top-dose-only effect, or effect the other way, or a change in a side signal; inactive means no such curve, though single readings can be large or run the other way; the % refers to the polarisation;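 further: polarization taken with two DNA probes labelled with fluorescein and Texas red; potency means the concentration at half of the fitted maximal effect; % of control where 0% means no effect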
# Target sequence (P11308 whole entry, looked up, the tested form may be a part): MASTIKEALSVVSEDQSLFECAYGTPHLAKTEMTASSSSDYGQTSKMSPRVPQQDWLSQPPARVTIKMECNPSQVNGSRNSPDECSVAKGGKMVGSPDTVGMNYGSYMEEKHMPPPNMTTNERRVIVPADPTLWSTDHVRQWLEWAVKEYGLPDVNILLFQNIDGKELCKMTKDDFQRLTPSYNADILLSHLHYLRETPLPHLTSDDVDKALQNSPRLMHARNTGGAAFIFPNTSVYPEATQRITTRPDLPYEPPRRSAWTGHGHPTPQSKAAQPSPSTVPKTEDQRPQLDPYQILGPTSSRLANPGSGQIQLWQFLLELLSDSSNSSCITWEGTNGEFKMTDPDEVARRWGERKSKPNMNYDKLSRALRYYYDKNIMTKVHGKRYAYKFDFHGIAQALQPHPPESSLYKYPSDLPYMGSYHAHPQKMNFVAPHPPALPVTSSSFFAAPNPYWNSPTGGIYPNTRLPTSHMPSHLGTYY
#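 His-tagged ERG Ets domain (1 uM in the protein solution; 300mM KCl, 50mM Tris-HCl, 1mM EDTA, 1mM DTT, pH 7.5) received compound, then a probe mix of 5 nM fluorescein-DNA and 100nM Texas-615-DNA. Fluorescence polarization was read for both dyes.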
# LDHA block: inhibitors of human lactate dehydrogenase A. purified LDHA, NADH/diaphorase-resazurin fluorescence; active compounds read low. activity change, % (values are at about 110 or 230 µM). 480,000 tested, 0.15% active. P00338. AID 1347041; in the data active means activity change below about -30%; inconclusive means mostly about -25% to -30%;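 further: plate controls were DMSO wells for no effect and wells without enzyme for full effect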
#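 Remaining NADH was detected by diaphorase (0.133 mg/mL) converting 37 µM resazurin to fluorescent resorufin, read at 0 and 20 minutes. The preceding 5-minute room-temperature reaction used 2 nM LDHA, 0.2 mM sodium pyruvate and 0.06 mM NADH at pH 7.4.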
# POLH inh: blocks human DNA polymerase eta activity; recombinant Pol eta, fluorescent DNA replication assay; Potency, µM (doses to about 114 µM), for inactives: at the highest dose activity change, negative = inhibition, actives largely listed as inhibitors; Q9Y253; 390,000 tested, 1.2% active; AID 588591; further: potency means the concentration at half of the fitted maximal effect; on the % scale 0 is the no-effect control and ±100 the full control effect
#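 Pol eta (10 nM) was preincubated with compounds for 15 min at room temperature, after which fluorescent replication substrate (50 nM final) was added to start the reaction. Fluorescence was read kinetically at 0 and 10 min.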
# * hit, by the source's call; ? = inconclusive; . = no result given; [ ] = dose if it differs, or a comment. Unless noted, the call rests on the fitted dose curve; in most records, active means well fitted curve in the direction sought with a large enough effect; inconclusive means small, poorly fitted or top-dose-only effect, or another doubt; inactive means no such curve, though single readings can be large; an effect the other way counts as inactive or inconclusive. The list is partial, so the mix of outcomes need not match the whole.
SMILES,POLK inh,APEX1 inh,Apoferritin bind,Pol beta inh,RGS4 inh,12-LOX inh,ERG Ets-DNA blk,LDHA block,POLH inh
COCCCNC(=O)Cn1c(=O)n(CCCC(=O)NCc2ccc(C)cc2)c(=O)c2ccccc21,-13%,.,-9%,9%,-7%,0%,-9%,-1,-28%
COc1ccc(CC(=O)NCc2nc3cccnc3n2Cc2ccc(C)cc2)cc1OC,-6%[60.1 µM],.,-4%,-1%,-15%,-13%,0%,-6,-24%
CCOc1cc(C2C(C(=O)c3ccc(C)o3)=C(O)C(=O)N2CCc2ccccc2)ccc1O (centres undefined),-17%,-11%,?,7%,19%,8.9µM*,-3%,-5,-3%
COC(=O)c1cc(S(=O)(=O)N2CCN(c3ccc(C)cc3C)CC2)cn1C,-3%,.,-7%,?,9%,-8%,6%,-8,-14%
CCn1c(SCC(=O)NCc2ccco2)nc2c1c(=O)n(C)c(=O)n2C,4%,-1%,-7%,0%,-6%,6%,2%,-2,5%
CCOC(=O)c1ccc(NC(=O)c2cc(=O)c3cc(CC)ccc3o2)cc1,4%,.,-1%,-9%,6%,?,5%,-4,-18%
O=C(CSc1ccccc1)Nc1ccccc1C(=O)N1CCCC1,-1%,-3%,-3%,17%,23%,-28%,-2%,-9,-13%
Cc1nc2nc(-c3ccc(Cl)cc3)[nH]n2c(=O)c1Cc1ccccc1,-10%,3%,4%,2%,-5%,482%[activator],-1%,0,?
c1ccc(CNCCC(Cc2ccccc2)c2ccco2)cc1 (centres undefined),2%,?,1%,17%,-8%,-24%,8%,5,-17%
O=C(NC1CC1)C1=C[C@@H](c2ccccc2)C[C@@H](OCc2ccc(CO)cc2)O1,-21%,1%,-11%,7%,11%,?,0%,-8,-19%
Cc1cccc(CCN2C(N(C)C)=NC[C@@H]2CC(C)C)c1,-18%,35%,.,.,5%,-6%,-4%,-3,-5%
Nc1nonc1OCCc1ccccc1,-5%,-4%,1%,1%,-20%,480%[activator],6%,-8,-8%
CCN(CC)S(=O)(=O)c1ccc(N2C(=O)CC2(/C=C/c2ccccc2)C(=O)NC2CCCC2)cc1 (centres undefined),-11%,-3%,-11%,1%,9%,-9%,.,-23,-9%
CCCCCn1c(CCNC(=O)c2ccc(F)cc2)nc2ccccc21,7%,.,-18%,-7%,-5%,-11%,3%,1,-19%
CCC1(C)Cc2c(sc3nc(SC)nc(NCCN(C)C)c23)CO1 (centres undefined),-13%,1%,5%,-19%,23%,-8%,-1%,0,-7%
COc1ccccc1CN1CCN(S(=O)(=O)c2ccccc2)CC1,-13%,14%,-14%,32%,-11%[56.9 µM],?,0%,-11,-2%
Cc1nc2ccccc2nc1OCc1ccccc1,-22%,3%,-1%,-11%,-5%,-8%,-8%,-2,-15%
Cc1ccc(NC(=O)CSc2nc3ccccc3n2CC(=O)N2CCC(C)CC2)cc1C,-14%[60.1 µM],.,31%[activator],-16%,18%,-3%,1%,2,-14%
N=C(N)Sc1nc(N2CCCCC2)nc(N2CCCCC2)n1,0%,-2%,-3%,1%,10%,3%,-2%,-6,-3%
CC1(C)CC(=O)C/C(=N\NC(=O)C2CC2c2ccccc2)C1 (centres undefined),11%,-8%,-15%,?,-1%,5%,5%,1,-10%
COc1cccc2cc(C(=O)NCc3ccc(Cl)cc3)c(=O)oc12,-2%,-11%,-3%,21%,-13%,0%,2%,-2,12%
CC(=O)NCC(=O)OC(C(=O)c1ccccc1)c1ccc(Cl)cc1 (centres undefined),-3%,-3%,-15%,2%,-7%,9%,5%,-3,-6%
Cc1cccc(C)c1NC(=O)NCCSc1snnc1C,6%,?,-3%,?,-4%,12%,4%,-6,-15%
O=C1OCC2=C1C(c1ccc(Cl)cc1)CC(=O)N2c1ccc(F)cc1 (centres undefined),-15%,-6%,-5%,-29%,-24%,-4%,4%,0,-13%
Cc1ccc(CN2CCN(Cc3cc4ccccc4o3)CC2CCO)cc1 (centres undefined),-6%,4%,-5%,8%,5%,7%,6%,-3,-24%

# Another view of 8 compounds above.
structure	POLK inh	APEX1 inh	Apoferritin bind	Pol beta inh	RGS4 inh	12-LOX inh	ERG Ets-DNA blk	LDHA block	POLH inh
COc1ccccc1CN1CCN(S(=O)(=O)c2ccccc2)CC1	-13%	14%	-14%	32%	-11%[56.9 µM]	?	0%	-11	-2%
Cc1nc2ccccc2nc1OCc1ccccc1	-22%	3%	-1%	-11%	-5%	-8%	-8%	-2	-15%
Cc1ccc(NC(=O)CSc2nc3ccccc3n2CC(=O)N2CCC(C)CC2)cc1C	-14%[60.1 µM]	.	31%[activator]	-16%	18%	-3%	1%	2	-14%
N=C(N)Sc1nc(N2CCCCC2)nc(N2CCCCC2)n1	0%	-2%	-3%	1%	10%	3%	-2%	-6	-3%
CC1(C)CC(=O)C/C(=N\NC(=O)C2CC2c2ccccc2)C1 (centres undefined)	11%	-8%	-15%	?	-1%	5%	5%	1	-10%
COc1cccc2cc(C(=O)NCc3ccc(Cl)cc3)c(=O)oc12	-2%	-11%	-3%	21%	-13%	0%	2%	-2	12%
CC(=O)NCC(=O)OC(C(=O)c1ccccc1)c1ccc(Cl)cc1 (centres undefined)	-3%	-3%	-15%	2%	-7%	9%	5%	-3	-6%
Cc1cccc(C)c1NC(=O)NCCSc1snnc1C	6%	?	-3%	?	-4%	12%	4%	-6	-15%

# Next structures
SMILES,POLK inh,APEX1 inh,Apoferritin bind,Pol beta inh,RGS4 inh,12-LOX inh,ERG Ets-DNA blk,LDHA block,POLH inh
COc1ccc(NC(=S)N/C(=N/CS(=O)(=O)c2ccccc2)c2ccccc2)cc1,-8%,7%,-1%,2%,-33%,?,.,-6,6%
Clc1cccc(-c2noc3ncnc(Nc4ccc5c(c4)OCO5)c23)c1,2%,-3%,5%,4%,7%,6%,-2%,0,-11%
CC1(C)CC(=O)c2cc(C(=O)NCc3ccco3)c(=O)n(-c3ccccc3)c2C1,-7%,-3%,1%,1%,-38%,0%,-2%,-5,-10%
O=c1oc2c3c4c(cc2c(C(F)(F)F)c1CCN1CCOCC1)CCCN4CCC3,-6%,-5%,1%,?,22%,6%,6%,-15,-5%
COc1ccc(CN(C)C(=O)c2ccc(OCC(=O)Nc3cccc(C(F)(F)F)c3)c(OC)c2)c(OC)c1,-8%,-29%,.,.,-5%,?,3%,4,-12%
CCSc1nnc(NC(NC(=O)c2ccco2)(C(F)(F)F)C(F)(F)F)s1,-21%,6%,-16%,18%,-14%,133%[activator],-6%,-5,-10%
N#CCC(=O)N/N=C/c1cn(Cc2ccc(Cl)c(Cl)c2)c2ccccc12,-10%,5%,-16%,11%,-27%,111%[activator],-8%,-15,-9%
Cc1cc(C)c(S(=O)(=O)NCC(=O)NCc2ccco2)c(C)c1,0%,3%,-4%,7%,-12%,-8%,3%,-3,-12%
CCOCCOC(=O)C1=C(C)N(C)C(=O)NC1c1cc(Cl)c(O)c(OC)c1 (centres undefined),-7%,0%,-13%,13%,14%,7%,3%,3,8%
CN(C)CCN(C(=O)c1ccc2c(c1)CCCC2)c1nc2cc3c(cc2s1)OCCO3,-30%,-1%,-1%,42%,-12%,?,0%,27,-15%
CCOC(=O)c1ccc(NC(=O)CSc2nnc(-c3cccs3)n2CC)cc1,-9%,0%,-11%,?,-41%,8%,4%,1,-20%
O=C(COc1ccc(Cl)cc1)Nc1ccc2[nH]ncc2c1,2%,10%,-11%,-1%,19%,14%,4%,1,-2%
COc1ccc(/C=C2\SC(=S)N(C(Cc3ccccc3)C(=O)O)C2=O)cc1 (centres undefined),-9%,0%,?,-12%,-21%,18µM*,-1%,-12,4%
N#C/C(=C\c1c(N2CCN(c3ccccc3)CC2)nc2ccccn2c1=O)C(N)=O,-9%,10%,2%,0%,-30%,1%,22%,-1,-2%
CN1C[C@@H]2C[C@@H](C3=Cc4cc(Cl)ccc4OC3)N3CCC[C@@]23C1=O,4%,5%,-2%,31%,-21%,-22%,1%,1,-23%
O=C(CSc1nc2cc(Cl)ccc2o1)N1CCOCC1,-7%,5%,-7%,-13%,-13%,-1%,7%,-6,-20%
Cc1cccc(NC(=S)N(CCCN2CCCC2)Cc2cccn2Cc2ccc(Cl)cc2)c1,-1%,0%,-22%,3%,-28%,?,22%,-3,?
CC(=O)OC1CCC2(C)C(=CCC3C2CCC2(C)C3CC3OC4(CCC(C)CN4)C(C)C32)C1 (centres undefined),10%,-2%,-4%,7%,16%,16%,-2%,-5,-10%
